# LAP4 TOR yeast – alters LAP4-GFP fluorescence in TOR pathway yeast screen; S. cerevisiae LAP4-GFP multiplex, flow cytometry GFP, 3 h; median GFP as percent of DMSO wells; GFP response vs DMSO, % at 10 µM; actives 0.34% (n = 320,000); AID 2023;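 active = GFP response vs DMSO above a set limit, about the screen mean plus 3 SD, cut at about 150% in these data; inconclusive = under 70 cell events counted for the yeast strain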
# MEP2-GFP yeast – modulators of TOR pathway MEP2-GFP in S. cerevisiae; S. cerevisiae MEP2-GFP strain, flow cytometry GFP, 3 h; 100% = DMSO control level; GFP response vs DMSO, % at 10 µM; actives 0.51% (n = 330,000); AID 2016;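 active = GFP response versus DMSO above a set limit, roughly screen mean plus 3 SD, cut at about 180% in these data; inconclusive = fewer than 70 cells counted for a yeast strain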;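 also: median GFP fluorescence of the barcode-gated MEP2-GFP cells per well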
# CIT2 TOR yeast – modulators of TOR pathway CIT2-GFP in S. cerevisiae; actives 0.065% (n = 320,000); GFP response vs DMSO, % at 10 µM; S. cerevisiae CIT2-GFP strain, flow cytometry, 3 h; 100 means same as DMSO wells; AID 2029;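 active = GFP response relative to DMSO above a set limit, near the screen mean plus 3 SD, cut at about 150% in these data; inconclusive = Fewer than 70 cells measured for a yeast strain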;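 also: ratio of well median GFP fluorescence to mean of DMSO wells on the plate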
# Yeast superoxide – caloric restriction mimetics inhibiting age-related superoxide in yeast; actives 0.18% (n = 330,000); AID 2690; S. cerevisiae aged cells, superoxide DHE fluorescence; active compounds read low; superoxide response (% of plate mean), % at 10 µM;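 active = superoxide response under a set limit, about three screen SD below normal, cut at about 65% in these data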;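 also: yeast aged for seven days with compound at 30 °C before DHE staining; 100% = average MFI of all compound-treated wells on the plate with controls excluded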
# AGP1-GFP MLPCN – alters AGP1-GFP fluorescence in TOR pathway yeast screen; actives 0.02% (n = 320,000); AID 2066; S. cerevisiae AGP1-GFP multiplex flow cytometry, 3 h; GFP as percent of DMSO wells; GFP response vs DMSO, % at 10 µM;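 active = GFP response relative to DMSO above a set limit, near screen average plus 3 SD, cut at about 150% in these data; inconclusive = fewer than 70 cells counted for the yeast strain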;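 also: median GFP channel fluorescence of the gated AGP1 strain per well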
# Efflux pump inh – blocks antifungal efflux pumps in multiplex yeast assay. S. cerevisiae Candida pump triplex, Nile Red efflux. inhibition, % at 10 µM. actives 0.44% (n = 330,000). AID 485275;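 active = plate passing quality check with inhibition over a set limit, or well fluorescence over plate mean plus 4 SD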;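 also: Nile Red retained in pooled yeast measured as flow cytometry median fluorescence; 0% = buffer negative control and 100% = Enniatin B positive control; higher means more Nile Red kept so more efflux inhibition; some compounds called inactive have numbers as strong as hits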
# RPL19A-GFP yeast – modulators of TOR pathway RPL19A-GFP in S. cerevisiae. S. cerevisiae RPL19A-GFP strain, flow cytometry, 3 h; active compounds read low. percent response vs DMSO, % at 10 µM. actives 0.3% (n = 330,000). AID 2025;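 active = percent response vs DMSO below 50%; inconclusive = fewer than 70 events counted for the yeast strain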;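 also: median channel GFP fluorescence of the barcoded RPL19A-GFP strain; ratio of sample median GFP to plate DMSO average so 100% = DMSO; lower means less RPL19A-GFP as with rapamycin TOR inhibition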
# AHR act – activators of human aryl hydrocarbon receptor; P35869; AHR-responsive luciferase reporter cells, luminescence; activation, % at 5 µM; actives 2.5% (n = 320,000); in the data active = activation above about 47%;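 also: 0% = vehicle wells and 100% = reference agonist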
# Target sequence (P35869 whole entry, looked up): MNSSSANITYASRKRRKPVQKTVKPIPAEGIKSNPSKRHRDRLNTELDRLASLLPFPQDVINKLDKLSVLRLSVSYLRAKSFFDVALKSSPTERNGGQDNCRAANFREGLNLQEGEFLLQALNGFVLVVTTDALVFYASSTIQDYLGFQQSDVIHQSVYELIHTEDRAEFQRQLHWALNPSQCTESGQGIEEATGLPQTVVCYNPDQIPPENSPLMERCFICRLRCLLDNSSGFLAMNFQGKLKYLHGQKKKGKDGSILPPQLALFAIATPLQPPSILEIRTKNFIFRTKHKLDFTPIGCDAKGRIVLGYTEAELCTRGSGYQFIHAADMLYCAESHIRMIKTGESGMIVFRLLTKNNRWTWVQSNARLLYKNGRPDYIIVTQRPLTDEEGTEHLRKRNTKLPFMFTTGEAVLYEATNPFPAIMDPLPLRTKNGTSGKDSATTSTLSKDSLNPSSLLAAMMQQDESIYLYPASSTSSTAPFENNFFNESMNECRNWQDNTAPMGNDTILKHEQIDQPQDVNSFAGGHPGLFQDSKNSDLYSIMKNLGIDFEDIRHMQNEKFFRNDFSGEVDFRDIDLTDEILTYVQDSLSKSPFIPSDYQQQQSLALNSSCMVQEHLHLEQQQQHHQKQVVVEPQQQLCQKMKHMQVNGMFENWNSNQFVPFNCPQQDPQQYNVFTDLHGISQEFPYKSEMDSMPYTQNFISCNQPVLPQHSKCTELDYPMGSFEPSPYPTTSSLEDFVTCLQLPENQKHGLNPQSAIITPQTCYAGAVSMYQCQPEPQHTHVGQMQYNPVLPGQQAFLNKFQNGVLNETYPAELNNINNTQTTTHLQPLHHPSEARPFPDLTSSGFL
# The depositor's hits bear a star; u = inconclusive; x = not tested or not shown.
SMILES,LAP4 TOR yeast,MEP2-GFP yeast,CIT2 TOR yeast,Yeast superoxide,AGP1-GFP MLPCN,Efflux pump inh,RPL19A-GFP yeast,AHR act
CCOc1ccccc1N1CCN(C(=O)c2cc(S(=O)(=O)N(C)C)ccc2N2CCCC2)CC1,111,100,91,115,103,0.0,99,1
Cc1ccccc1C(=O)NC1CCN(CC(=O)Nc2ccc3c(c2)OCCO3)CC1,110,106,79,100,96,-0.1,94,3
O=C1C2C3CCCC3=C3CCCC3C2C(=O)N1c1ccc(F)cc1 (stereo not drawn),103,98,96,81,105,0.0,100,4
CC(C)(C)NC(=O)COc1ccc(CNCc2ccccn2)cc1,91,93,95,102,88,0.0,94,1
CSCCC(NC(=O)c1ccccc1)C(=O)OCC(=O)NCc1ccco1 (stereo not drawn),100,104,104,84,101,-0.2,100,0
COc1cc(OC)c(-n2cc(-c3ccc(OC)c(OC)c3)[nH]c2=S)cc1Cl,112,113,104,96,100,-0.2,105,x
CCC(Oc1ccc(C)cc1)C(=O)Nc1ccc(S(=O)(=O)Nc2cc(C)on2)cc1 (stereo not drawn),94,98,101,90,98,0.0,105,-3
N#Cc1cccc(NC(=O)CCn2ccnc2)c1,109,107,112,92,107,0.0,106,16
O=C(CN(c1ccc(F)cc1)S(=O)(=O)c1ccc2c(c1)OCCO2)NCc1ccccn1,102,101,87,101,104,0.2,95,-1
Cc1noc(C)c1NC(=O)N(C)C[C@H]1Oc2c(NS(=O)(=O)c3cccs3)cccc2C(=O)N([C@H](C)CO)C[C@@H]1C,94,98,95,99,98,0.1,96,-1
CCOc1ccc(NC(=S)N2CCC(N(C)CCN3CCOCC3)CC2)cc1,86,90,83,102,79,3.5,107,3
O=S(=O)(NC1CCCCC1NS(=O)(=O)c1ccc(F)cc1)c1ccc(F)cc1 (stereo not drawn),u,u,u,94,u,0.2,u,-1
C[C@H](NS(=O)(=O)c1ccccc1F)C(=O)OCC(=O)N1CCc2ccccc21,103,111,105,99,102,-0.2,103,3
CCOc1ccc(C(=O)N2CCN(CC(=O)N3CCCC3)CC2)cc1OCC,97,95,99,111,99,-0.2,96,2
Cn1c(=O)[nH]c2cc(Cl)cnc21,101,104,101,95,106,0.0,102,7
CC(=O)N1c2ccc(S(=O)(=O)N3CCC(C(=O)N4CCC(C)CC4)CC3)cc2CC1C (stereo not drawn),109,102,114,96,110,0.0,105,2
O=C(C/C=N/OCc1ccc(F)cc1Cl)c1cnc(-c2ccccc2)s1,97,102,95,116,101,0.0,98,7
O=C(NC1CCCC1)C1CCCN(S(=O)(=O)c2cnc[nH]2)C1 (stereo not drawn),98,102,99,92,106,0.0,98,0
CCN(CC)S(=O)(=O)c1ccc2oc(C(=O)NCc3ccc(C)cc3)c(C)c2c1,100,94,94,96,96,0.0,95,6
O=C(O)c1ccc2c(=O)n(Cc3ccccc3)c(SCc3ccc([N+](=O)[O-])cc3)nc2c1,106,116,96,107,100,0.2,106,1
CCOC(=O)N1CCN(C(=O)C(CC(C)C)NS(=O)(=O)c2ccc(C)cc2)CC1 (stereo not drawn),96,90,99,84,96,0.0,95,0
Cc1ccc(/C=N/NC(=O)c2nnn(-c3nonc3N)c2CSc2ccccc2)o1,90,119,107,104,98,-0.2,106,11
C#CC1(O)CC(C)N(C)C(C)C1 (stereo not drawn),99,89,98,94,103,0.0,102,-1
N/C(=N\OC(=O)CCC(=O)O)c1ncc(C(F)(F)F)cc1Cl,103,104,106,100,99,0.2,93,0
Cc1cc(C)n2nc(SCC(=O)Nc3ccccc3)nc2n1,92,105,98,103,93,0.0,94,0
CCc1ccc(-c2nc(CN3CCC(C(=O)N4CCN(c5ccccn5)CC4)CC3)c(C)o2)cc1,114,124,110,82,115,0.0,107,-1
CN(C)C(=O)NC(Nc1ccc(Cl)cc1Cl)C(Cl)(Cl)Cl (stereo not drawn),99,94,104,105,99,-0.1,99,-1
O=C(Nc1ccc2c(c1)CCC2)C1COc2ccccc2O1 (stereo not drawn),105,106,91,106,93,0.0,94,-1
O=C(CSc1cn(CC(=O)N2CCCCC2)c2ccccc12)NCC1CCCO1 (stereo not drawn),94,95,98,87,87,-0.1,92,1
Cc1ccc(C2(C)NC(=O)N(CC(=O)N3CCN(S(=O)(=O)c4ccc(Cl)s4)CC3)C2=O)cc1 (stereo not drawn),88,87,90,99,87,0.1,83,2
COc1ccc2c(c1)c(C(=O)CN1CCN(C(=O)c3ccco3)CC1)c(C)n2C,99,106,93,99,104,3.6,101,14
COc1ccc(C(CC(=O)Nc2ccc(F)cc2)c2ccccc2)cc1 (stereo not drawn),106,103,104,87,104,0.0,103,1
Cc1cc(C(=O)NN=C2CCCCC2)c2ccccc2n1,96,94,90,85,88,-0.1,90,1
O=C(O)CSC1=NC(=Nc2ccc(Cl)cc2)C2(CCCCC2)N1c1cccc(C(=O)O)c1,86,87,94,95,98,0.0,97,5
COC(=O)c1nc2n(n1)C(c1ccc([N+](=O)[O-])cc1)C(C(=O)Nc1ccc(Cl)cc1)=C(C)N2 (stereo not drawn),96,106,102,113,101,0.0,106,6
CN1CCN(Cc2cc(Cl)c3cccnc3c2OC(=O)c2cccs2)CC1,101,106,105,105,100,11*,102,15
C/C(=N\NC(=O)c1nn(C)cc1Cl)c1ccncc1,103,108,106,98,104,0.1,102,11
COc1ccc2sc(-c3ccc(S(C)(=O)=O)cc3)c(C(=O)NCCc3c[nH]c4ccccc34)c2c1,109,104,97,92,110,-0.5,100,16
CCN(CC(=O)NCc1ccc(F)cc1)CC(=O)Nc1ccc(Br)cc1F,95,104,119,99,100,0.0,98,1
O=C(/C=C/c1cccc(Cl)c1)NCCc1ccccc1,91,92,91,95,91,-0.1,101,12
CCN(CC)S(=O)(=O)c1ccc(Cl)c(C(=O)NCCN2CCOCC2)c1,89,104,104,93,97,0.0,103,1
CN(c1ccccn1)c1ncnc2[nH]ncc12,101,96,98,91,105,0.0,99,-1
CS(=O)(=O)c1cnc(-c2ccccc2)nc1Sc1ccc(F)cc1,111,104,119,93,111,0.1,97,18
COc1ccc(C(=O)Nc2ccc(S(=O)(=O)Nc3cc(C)nc(C)n3)cc2)c(OC)c1,93,96,105,109,96,-0.1,96,-5
COc1ccccc1-c1nc2ccccc2c(=O)n1O,93,95,99,106,104,-0.2,100,5
OCCC1CN(Cc2nc3c(s2)CCCC3)CCN1CCc1ccccc1 (stereo not drawn),112,106,97,94,101,-0.1,104,1
COc1ccc(N2Cc3ccccc3C2=O)cc1,83,89,99,100,84,-0.1,94,2
COc1ccc(N2CCN(C(=O)c3sc4nc(-c5ccc(F)cc5)cn4c3C)CC2)cc1,95,96,95,99,93,0.0,93,2
CN(Cc1ccccc1)S(=O)(=O)c1ccc(NS(C)(=O)=O)cc1,112,115,96,83,109,0.0,98,-3
CCCn1c(=O)c2ccccc2n2c(Sc3nnnn3-c3ccccc3)nnc12,100,96,101,101,103,0.0,98,0
Cc1ccc(/C=N/N2CCN(c3ccncc3S(=O)(=O)N3CCCCC3)CC2)cc1,95,99,98,86,98,-0.1,95,6
Cc1cc(NC(=O)CSc2nnc(-c3cccs3)n2N)no1,100,96,104,94,110,-0.1,102,2
Cc1ccc(N2CN=C3SCC(=O)N3C2)cc1C,87,102,102,97,99,0.0,106,-2
Cc1ccc(S(=O)(=O)Nc2ccc(-c3nnc(SCc4ccccc4Cl)o3)cc2)cc1,97,99,99,98,97,0.2,109,3
CC(C)CNS(=O)(=O)c1cc2c3c(c1)CCC(=O)N3CCC2,105,105,119,74,108,0.0,105,4
COc1ccc(C2=Nc3ccc(C)cc3C(c3ccccc3)N2CC(=O)NN)cc1 (stereo not drawn),94,104,101,88,94,-0.2,101,1
COCCCNCCOCCOc1ccc(C)cc1[N+](=O)[O-],82,106,112,97,97,0.0,105,0
Cc1ccc(NC(=O)c2cc(S(=O)(=O)N3CCc4ccccc43)cn2C)cc1C,107,106,103,99,104,0.1,104,7
O=S(=O)(NC1=NCCC1)c1cccc(NC(=S)NCCc2ccccc2)c1,99,102,107,107,105,0.3,97,2
CCN1CCN(C(=O)c2ccc3c(=O)n(CCc4ccccc4)c(=O)[nH]c3c2)CC1,104,102,102,82,103,-0.3,96,1

# Next section:
SMILES,LAP4 TOR yeast,MEP2-GFP yeast,CIT2 TOR yeast,Yeast superoxide,AGP1-GFP MLPCN,Efflux pump inh,RPL19A-GFP yeast,AHR act
O=C(CC(NCc1ccccn1)C(=O)O)Nc1ccccc1Cl (stereo not drawn),116,108,98,113,111,0.9,109,3
CCOC(=O)c1ccc(N/C=C/C(=O)c2ccccc2)cc1,109,98,90,102,97,0.2,97,-2
COC(=O)c1ccc(NC(=O)Nc2ccc3c(c2)nc(C)n3C)cc1,95,97,93,90,111,-0.1,103,-6
COc1ccc2[nH]c3c(N4CCN(Cc5ccc6c(c5)OCO6)CC4)ncnc3c2c1,98,105,100,91,96,0.1,102,44
Cc1ccccc1CC1(CO)CCCN(Cc2ccccc2Cl)C1 (stereo not drawn),107,112,107,80,106,0.0,104,-4
O=C(Nc1ncc2c(n1)CC(c1ccco1)CC2=O)c1ccc(Cl)cc1 (stereo not drawn),111,112,104,96,99,0.0,100,6
CCc1noc(C)c1C(=O)N(C)CC(=O)Nc1ccccc1Br,100,96,97,85,105,-0.1,97,1
CCOCCCNC(=O)Cc1ccc(OC)c(OC)c1,94,90,85,98,86,0.2,94,6
CC(C)(C)OC(=O)NCCCCCNC(=O)c1nc[nH]c1C(=O)NCc1ccccc1,102,97,104,93,98,0.3,97,1
COc1cc(/C=C/C(=O)N2CCN(CC(O)COc3ccccc3)CC2)cc(OC)c1OC (stereo not drawn),99,103,100,99,87,0.3,92,4
CN(C)S(=O)(=O)c1cc(NC(=O)CSc2nn(-c3ccc(Cl)cc3)c(=S)s2)ccc1Cl,94,96,88,134,95,0.1,104,5
CC1(c2ccc3ccccc3c2)NC(=O)N(CC(=O)NCc2cccs2)C1=O (stereo not drawn),109,104,98,112,104,0.1,100,0
O=C(c1ccc(C#CC2(O)CCCCC2)cc1)N1CCOCC1,98,102,98,96,110,0.0,102,-1
CCC(C(=O)O)n1c2ccccc2c2cn[nH]c(=O)c21 (stereo not drawn),85,97,102,95,98,-0.1,104,17
Cc1noc(C)c1COc1ccc(C(=O)N2CCCC(C(N)=O)C2)cc1 (stereo not drawn),99,99,102,102,101,0.0,98,-1
CCN(CC)CCCN1C(=O)C(=O)/C(=C(/O)c2ccc3c(c2)OCCO3)C1c1ccco1 (stereo not drawn),96,105,90,104,103,0.0,99,2
Cc1ccccc1NC(=O)/C(=C\c1cccs1)NC(=O)c1ccco1,108,96,100,96,105,-0.2,101,4
Nc1nc(SCC(=O)OCc2ccccc2)[nH]c(=O)c1NC(=O)c1ccco1,92,90,85,122,89,0.5,89,1
CC(=O)NC1C(Oc2cccc(C)c2)OC2COC(c3ccco3)OC2C1O (stereo not drawn),98,108,112,94,109,-0.3,113,-1

# As a short view, part of the list above:
SMILES,LAP4 TOR yeast,MEP2-GFP yeast,CIT2 TOR yeast,Yeast superoxide,AGP1-GFP MLPCN,Efflux pump inh,RPL19A-GFP yeast,AHR act
CCN(CC)CCCN1C(=O)C(=O)/C(=C(/O)c2ccc3c(c2)OCCO3)C1c1ccco1 (stereo not drawn),96,105,90,104,103,0.0,99,2
Cc1ccccc1NC(=O)/C(=C\c1cccs1)NC(=O)c1ccco1,108,96,100,96,105,-0.2,101,4
Nc1nc(SCC(=O)OCc2ccccc2)[nH]c(=O)c1NC(=O)c1ccco1,92,90,85,122,89,0.5,89,1
CC(=O)NC1C(Oc2cccc(C)c2)OC2COC(c3ccco3)OC2C1O (stereo not drawn),98,108,112,94,109,-0.3,113,-1

# Assay outcomes (PubChem BioAssay)
